# Source: PubChem (Broad Institute)
# GSIS activator = GLuc luminescence reporter in INS-1E cells, primary screen for activators of glucose-dependent secretion of insulin. INS-1E GLuc reporter insulin secretion, 2-3 h. activation, % at 16.6 µM. AID 743287. 370,000 compounds, 0.61% hits;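 active means lowest replicate activation of at least 40%, so every replicate reaches that level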;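 further: 0% = median of neutral control wells and 100% = median of IBMX positive control wells; some compounds called inactive have numbers as strong as hits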
# DENV2 CPE rescue = DENV2-induced cell death inhibition | 350,000 compounds, 1.7% hits | CPE inhibition, % at 9.99 µM | AID 651640 | DENV2-infected cells, cytopathic effect rescue, plate reader; in the data active means CPE inhibition above about 20%, passing the limit was not always enough; inconclusive means no clear call, values can overlap the other calls; tested in BHK-21 cells;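 further: 0% = median of neutral control wells and 100% = median of positive control wells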
# miR-122 sensor = blocks miR-122 activity in Huh7 sensor cells. 340,000 compounds, 0.3% hits. Huh7 miR-122 Renilla luciferase sensor, 48 h; neutral wells = 0, positive control = 100. AID 602342. activation (reporter increase), % at 12.5 µM;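 active means mean replicate activation score at least 90 and every replicate individually at or above 90; inconclusive means only one of the two criteria met; inactive means neither criterion met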;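 further: higher luciferase means less miR-122 activity so hits act as miR-122 inhibitors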
# FN deposit inh = fibronectin deposition inhibition; AH1F fibroblasts, Alexa488-fibronectin deposition fluorescence, overnight; inhibition, % at 12.6 µM; 350,000 compounds, 0.086% hits; AID 743247;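 active means mean inhibition across replicates of 30% or more, regardless of how many single replicates reach that level; inconclusive means mean under 30% yet at least half of replicates reach 30%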;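 further: positive control wells lacked labelled fibronectin entirely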
#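 Material – AH1F fibroblast monolayer, labelled fibronectin deposition · Reagent – labelled fibronectin 24 nM · Timing – 1 h adhesion, overnight exposure · Measured by – fluorescence at 485 nm excitation, 525 nm emission · Read-out – inhibition of fibronectin deposition signal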
# F508del corr = CFTR F508del correction in bronchial cells | CFBE cells, YFP halide quenching; stimulated with forskolin plus potentiator P3; % fluorescence drop versus neutral controls | activity (quench increase), % at 7.58 µM | 350,000 compounds, 0.36% hits | AID 720511;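 active means mean added fluorescence quench of at least 8% versus neutral control, with both replicates also reaching 8%; inconclusive means only one of the mean or replicate conditions met; inactive means mean below 8% and not both replicates reaching 8%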;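 further: cells transiently co-express mutant CFTR-F508del with the halide-sensitive YFP; corrector assay measuring rescue of mutant channel to the surface after 24 h compound exposure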
# EWS-Fli block = blocks EWS/Fli oncoprotein-driven transcription. 350,000 compounds, 0.67% hits. A673 NR0B1-luciferase reporter, viability-normalised. inhibition, % at 12.6 µM;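 active means mean inhibition of at least 50% after viability correction, with every replicate also passing that limit; inconclusive means mean reaches 50% but only one of two replicates passes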;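 further: firefly luciferase signal divided by Alamar Blue viability fluorescence both relative to DMSO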
# PAX8 reporter = PAX8 transcriptional activity inhibition; RMG-I TPO-luciferase reporter, SteadyGlo, 24 h; inhibition, % at 12.6 µM; 360,000 compounds, 1.2% hits; AID 652154;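 active means mean replicate inhibition at least 60% with every replicate also reaching 60%; inconclusive means only one of the two criteria is met; inactive means mean below 60% and not all replicates reaching 60%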;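 further: luciferase light reporting Pax8 driven TPO promoter activity; plate controls were median of neutral control wells for no effect and mitoxantrone controls for full effect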
# An asterisk follows results filed as active; ? = inconclusive; · = not tested or not shown; & = joins results of further samples; ! = not active in a repeat; [ ] = remark or other dose. Outcome played no part in choosing rows; about 3.9% have a hit in one of these screens.
Compound,GSIS activator,DENV2 CPE rescue,miR-122 sensor,FN deposit inh,F508del corr,EWS-Fli block,PAX8 reporter
O=C(O)c1nn(CCOc2ccc(Br)cc2)c(=O)c2ccccc12,16,-1,-1,6,0.0,-12,-7
O=C(NCCCCCCNC(=O)c1ccc(Br)s1)c1ccc(Br)s1,·,·,6,-13,·,·,20
COc1ccc(NC(=O)N(C)C[C@@H]2OCc3cnnn3CCCC(=O)N([C@@H](C)CO)C[C@@H]2C)cc1,7&-5,24*!,-1[16.7 µM],-9,1.6&1.7,2&8,0&2
COc1cc(C)c(C(=O)Oc2cc(C)c(C(=O)O)c(O)c2C)c(OC)c1C,1,-6,-3,·,-1.0,8,·
COC(=O)CSc1nc2ccc(N)cc2s1,-5,-2,-1,-6,-1.8,10,9
CC(C)c1ccc(N=C2N=C(N)c3ccccc32)cc1,-33,1,·,-3,1.4,-79,-119
CC(=O)Nc1ccc2c(c1)C(=O)N(C)[C@@H]1CC[C@H](CC(=O)NCc3ccc(F)cc3)O[C@H]1CO2,-5,-2,3[16.7 µM],-10,-0.5,14,-3
N#Cc1c(N2CCOCC2)nsc1-c1ccccc1,2,7,·,8,4.2,-77,-126
CC(C)(C)NC(=O)COc1ccc(CNCc2cccnc2)cc1,7,-1,·,·,2.0,6,9
COc1ccc(CC(=O)Nc2cccc(S(=O)(=O)N3CCOCC3)c2)cc1OC,·,16,·,-2,1.5,14,24
CC(=O)c1ccc(OCC(=O)Nc2cccc(S(=O)(=O)N3CCCC3)c2)cc1,-24,-2,2,-4,1.9,8,13
COP(=O)(OC)C(Nc1ccc([N+](=O)[O-])cc1)c1ccccc1 (stereo not given),12,-2,·,-12,1.1,9,-9
Cc1noc(C)c1NC(=O)Nc1ccc2c(c1)CC(=O)N([C@@H](C)CO)C[C@H](C)[C@@H](CN(C)C(=O)Nc1ccc(C(F)(F)F)cc1)O2,-1,-6,2[16.7 µM],·,-2.8,2,·
COC(=O)c1ccc(C(=O)OC)nc1,·,·,1,0,·,·,7
Cc1ccccc1S(=O)(=O)N1[C@H](C#N)[C@H](c2ccc(-c3ccc(F)cc3)cc2)[C@@H]1CO,-12,-28,·,12,-1.3,-8,18
Cc1cc(=O)[nH]c(N/N=C/c2ccccc2C(F)(F)F)n1,6,-2,·,-13,-0.7,-5,1
c1ccc(COc2ccccc2CNC23CC4CC(CC(C4)C2)C3)cc1,21,6,·,8,-4.3,15,5
O=C(N[C@@H]1CC[C@H](CCNS(=O)(=O)c2ccc(F)cc2)O[C@@H]1CO)c1cccnc1,-8,1,·,·,-1.5,-5,-2
N#Cc1cccc(-c2ccc([C@H]3[C@@H](CO)N4CCCCN(C(=O)Nc5ccccc5)C[C@H]34)cc2)c1,-20,-10,-2[16.7 µM],·,2.5,13,-13
CC(C)Cn1cnc2c(SCc3ccccc3F)nc(N)nc21,·,5,20,15,3.4,-32,-156
COc1ccc(S(=O)(=O)N(C)C[C@H]2OCCCC[C@@H](C)Oc3ccc(NC(=O)Nc4ccc(C(F)(F)F)cc4)cc3C(=O)N([C@H](C)CO)C[C@H]2C)cc1,-15,6,-6[16.7 µM],·,-1.4,7,0
CCOC(=O)C1=C(C)NC(=S)N(C=O)C1c1ccccc1 (stereo not given),-9,1,-4,-2,1.7,3,6
C[C@@H]1CN([C@@H](C)CO)C(=O)c2cc(NS(=O)(=O)c3cn(C)cn3)ccc2O[C@@H](C)CCCCO[C@H]1CN(C)C(=O)c1ccncc1,13,8,7[16.7 µM],·,2.5,-4,7
O=C1CCCN1CCCNc1nc(NCc2ccccc2)nc2ccsc12,-1,-1,-14,-9,0.8,8,·
CC(Sc1nnc(C(C)Oc2ccc(F)cc2)o1)C(=O)NCc1ccc2c(c1)OCO2 (stereo not given),3,-16,-7,-2,3.4,-2,-3
CCCC(=O)Nc1cc(S(=O)(=O)N(CC)CC)ccc1Cl,·,1,·,4,·,-23,0
C[C@@H](C(=O)Nc1ccc2ccccc2c1)[C@H]1C[C@]1(C)[C@H](NS(=O)(=O)c1ccccc1)c1ccccc1,-3,5,·,5,0.3,-1,50
COc1ccc(C(=O)N2CCc3cc(OC)c(OC)cc3C2c2ccc(OC)c(OC)c2)cc1OC (stereo not given),48*,6,·,3,6.1,3,-5
COc1ccc2c3c(n(C)c2c1)[C@@H](CO)N(CC1CC1)CC31CN(S(=O)(=O)c2cccs2)C1,-10,15,·,·,3.9,-9,15
CCCCNC(=O)c1cc(S(=O)(=O)N2CCCCC2)oc1C,-9,-10,10,·,-1.9,7,13

# Continued, starting with the last three of the part before.
Compound,GSIS activator,DENV2 CPE rescue,miR-122 sensor,FN deposit inh,F508del corr,EWS-Fli block,PAX8 reporter
COc1ccc(C(=O)N2CCc3cc(OC)c(OC)cc3C2c2ccc(OC)c(OC)c2)cc1OC (stereo not given),48*,6,·,3,6.1,3,-5
COc1ccc2c3c(n(C)c2c1)[C@@H](CO)N(CC1CC1)CC31CN(S(=O)(=O)c2cccs2)C1,-10,15,·,·,3.9,-9,15
CCCCNC(=O)c1cc(S(=O)(=O)N2CCCCC2)oc1C,-9,-10,10,·,-1.9,7,13
CCO[C@@H]1OC(C(=O)O)=C[C@H](C)[C@H]1CCCO,-2,?,-2,4,0.4,-9,-63
C[C@@H]1CN([C@@H](C)CO)C(=O)Cc2cc(NS(=O)(=O)c3cn(C)cn3)ccc2O[C@@H]1CN(C)CC1CCCCC1,11,-1,7[16.7 µM],·,1.7,-1,-14
COC(=O)C[C@@H]1C=C[C@@H](NC(=O)Nc2ccc(C(F)(F)F)cc2)[C@H](CO)O1,-10,11,·,6,0.4,35,6
Cn1c(=O)[nH]c(=O)c2c1nc(N1CCCC1)n2CCO,0,10,·,3,1.4,7,8
COc1ccc(CN(C)C[C@@H]2OCCCC[C@H](C)Oc3ccc(NS(=O)(=O)c4ccccc4)cc3C(=O)N([C@H](C)CO)C[C@H]2C)cc1,-11,32*,-13[16.7 µM],-5,1.9,11,7
CCOC(=O)C1=C(c2ccccc2)NC(SCC(=O)Nc2cccc(C)c2)=C(C#N)C1c1ccco1 (stereo not given),-18,·,9,0,·,·,·
CC(C)(C)Nc1nc(Nc2ccc([N+](=O)[O-])cc2)nc(NC(C)(C)C)n1,19,?,-1,7,-1.1,17,7
COCC(=O)N1CC(=O)N2[C@@H](CO)[C@H](c3ccc(C#Cc4cccnc4)cc3)[C@@H]2C1,7,4,·,·,1.4,3,-19
Cc1ccc(OCC(=O)Nc2ccc(S(=O)(=O)Nc3cc(C)nc(C)n3)cc2)cc1,0,17,17,-1,-1.0,1,-6
COC(=O)[C@@]1(C)[C@H]2C(=O)N(Cc3ccccc3)C(=O)[C@H]2[C@H]2CN=C(SCc3ccc(C)cc3)N21,-15,1,-5,-9,2.0,-5,2

# Whole records as entered above. Order of values: GSIS activator | DENV2 CPE rescue | miR-122 sensor | FN deposit inh | F508del corr | EWS-Fli block | PAX8 reporter
# Listed for COC(=O)[C@@]1(C)[C@H]2C(=O)N(Cc3ccccc3)C(=O)[C@H]2[C@H]2CN=C(SCc3ccc(C)cc3)N21 → -15 | 1 | -5 | -9 | 2.0 | -5 | 2
# Listed for Cn1c(=O)[nH]c(=O)c2c1nc(N1CCCC1)n2CCO → 0 | 10 | · | 3 | 1.4 | 7 | 8

# Continued:
# Under each structure: GSIS activator	DENV2 CPE rescue	miR-122 sensor	FN deposit inh	F508del corr	EWS-Fli block	PAX8 reporter
FC(F)(F)c1cccc(NCc2n[nH]c(=S)n2C2CCCCC2)c1
 : -11	?	·	-10	1.3	7	-7
Cc1ccc2c(c1)N(CCC(=O)NCCCN1CCCC1)C(=O)C(C)O2 (stereo not given)
 : -7	?	-2	-2	0.7	9	-2
COc1ccc(OC)c(C(=O)NC(CC(N)=O)c2ccc(NCC3CC3)c([N+](=O)[O-])c2)c1 (stereo not given)
 : 2	?	-3	3	3.0	2	17
O=C1C2C3C=CC(O3)C2C(=O)N1N=C1CCCCC1 (stereo not given)
 : -9	2	3	2	-0.4	5	5
C[C@H](NC(=O)C[C@@H]1CC[C@H](NC(=O)C2CC2)[C@H](CO)O1)c1ccccc1
 : 21	-1	·	-13	-2.0	-7	1
COCC(=O)N1CC[C@@H]2[C@@H](CO)Nc3ccc(-c4ccc(C#N)cc4)cc3[C@@H]21
 : 2	-7	1[16.7 µM]	6	1.0	7	-21
CCOC(=O)CNC(=S)n1ncnc1N
 : 1	2	·	-2	-0.2	5	7
CCOC(=O)c1ccc(-n2c(CN3CCN(CCO)CC3)nc3ccc([N+](=O)[O-])cc3c2=O)cc1
 : -5	12	-13	-1	-0.9	-11	-2
Cc1ccc(N2CC(C(=O)Nc3ccc(S(=O)(=O)Nc4nccc(C)n4)cc3)CC2=O)cc1 (stereo not given)
 : 21	?	·	-6	1.4	7	-24
CC(=O)Nc1ccc(NC(=O)c2ccc(N(Cc3ccccc3C)S(C)(=O)=O)cc2)cc1
 : 0	-3	·	5	-0.3	-47	-3
C[C@@H]1CN([C@@H](C)CO)C(=O)c2cccc(NC(=O)c3nc4ccccc4s3)c2O[C@@H]1CN(C)Cc1ccc(C(=O)O)cc1
 : 15	3	1[16.7 µM]	-11	-1.0	-32	·
CCOc1ccc(-c2ccc(SCC(=O)NCC3CCCO3)nn2)cc1 (stereo not given)
 : 6	-7	·	-4	-2.3	-85	-111
O=C1NCC(=O)N2CCC[C@@H]12
 : 1	6	-7	·	2.5	2	·
Cc1c(Cl)c(C(F)F)nn1CC(=O)NC1C(=O)N2C(C(=O)O)=C(CSc3nnnn3C)CSC12 (stereo not given)
 : 8	·	·	-7	-1.7	0	-3
Cc1cc(C(=O)NNC(=O)NC(C)C)no1
 : 8	-4	3	8	-1.9	3	-8
O=C(c1cc(COc2cccc3cnccc23)on1)N1CCCC(CCCO)C1 (stereo not given)
 : -54	4	-21	16	-1.9	·	14
COC(=O)c1cc(O)cc(OC)c1C(=O)c1c(O)cc(C)cc1O
 : 14	-19	-3	·	1.6	3	·
N#Cc1ccccc1OCCCN1CCC(C(O)(c2ccccc2)c2ccccc2)CC1
 : 8	-10	·	4	2.8	13	5
O=C1OCC(CO)(CO)N=C1NNc1ccc(Cl)c(Cl)c1
 : 3	12	7	·	0.0	-10	·
CCn1nc(C(=O)NNC(=O)CCOc2cc(C)ccc2C)c2ccccc2c1=O
 : -27	11	4	-8	1.3	-5	·
COc1cc([N+](=O)[O-])ccc1NC(=O)CC(C)C
 : 2	·	·	14	·	·	2
N#CCc1ccc(Oc2ccc([N+](=O)[O-])cn2)cc1
 : 5	-1	·	7	1.4	2	-13
CN(C)c1ccc(C=C2SC(=S)NC2=O)cc1
 : 4	10	-7	-7	-1.5	-86	-172
O=S(=O)(N[C@H]1CC[C@H](CCn2cc(-c3cccnc3)nn2)O[C@@H]1CO)c1ccc(Cl)cc1
 : -7	3	·	0	-3.0	17	-2
COCCCn1nnnc1SCC(=O)N1c2ccccc2CC1C (stereo not given)
 : 1	·	·	0	2.6	-6	6
Cc1ccc2c(c1)C(=O)C(=O)N2Cc1ccc(C(F)(F)F)cc1
 : -23	3	·	-8	-1.2	6	32
